XiGFP reactiv = reactivates the inactive X chromosome in mouse fibroblasts; XiGFP mouse fibroblasts, % GFP-positive cells imaging, 3 d; cells co-treated with 5-aza-dC sensitizer; scaled so ellipticine positive control = 100%; activation, % at 7.58 µM; 360,000 tested, 0.055% active;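 active = mean normalized replicate activation at least 10% and every replicate at or above 10%; inconclusive = only one of the two criteria met; inactive = mean below 10% and not all replicates reach 10%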;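 note: 0% = median of on-plate neutral control wells and 100% = ellipticine 6 µM median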
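assay system = SV40-immortalized XiGFP fibroblast cells, line 68-5-11 | buffer or medium = DMEM plus 5-aza-dC sensitizer | doses = single-point pinned compound dosing | times = 3-day compound exposure, then 15 min fixation at room temperature | benchmarks = positive control ellipticine, 6 µM final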
CFTR F508del cor = correctors of CFTR F508del function in bronchial epithelial cells. CFBE cells, YFP halide quenching; stimulated with forskolin plus potentiator P3; % fluorescence drop versus neutral controls. activity (quench increase), % at 7.58 µM. 350,000 tested, 0.36% active;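 active = mean added fluorescence quench of at least 8% versus neutral control, with both replicates also reaching 8%; inconclusive = only one of the mean or replicate conditions met; inactive = mean below 8% and not both replicates reaching 8%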;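 note: cells transiently co-express mutant CFTR-F508del with the halide-sensitive YFP; corrector assay measuring rescue of mutant channel to the surface after 24 h compound exposure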
E-selectin induc = E-selectin induction on HUVECs. 260,000 tested, 0.37% active. AID 686992. HUVEC E-selectin immunofluorescence imaging; normalized: neutral wells 0, TNF-alpha wells 100. activation, % at 7.58 µM;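 active = mean E-selectin-positive cell signal at least 10% of the positive control, reached in at least 60% of replicates, without over 20% cell loss; inconclusive = no rule given, readout overlaps actives, possibly toxicity-flagged; inactive = the rest, including those meeting only one limit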;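 note: in these data hits start at about 27%; measured in HUVEC primary endothelial cells; signal is the percent of cells scored E-selectin positive by PE staining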
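Test system – human umbilical vein endothelial cells (HUVEC), E-selectin induction · Input – 3,000 HUVEC seeded per well · Buffer or medium – EGM-2, gelatin · Compound dosing – single-point compound dose · Detection – immunofluorescence imaging · Measure – percent E-selectin-positive cells · Controls – TNF-alpha high, DMSO low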
DENV2 CPE = inhibitors of DENV2 cytopathic effect; DENV2-infected cells, cytopathic effect rescue, plate reader; 350,000 tested, 1.7% active; CPE inhibition, % at 9.99 µM; in the data active = CPE inhibition above about 20%, passing the limit was not always enough; inconclusive = no clear call, values can overlap the other calls; tested in BHK-21 cells;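 note: 0% = median of neutral control wells and 100% = median of positive control wells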
Casp6 inh = inhibitors of human caspase-6; 350,000 tested, 0.53% active; inhibition, % at 12.5 µM; AID 686996; P55212; purified caspase-6, Z-VEID-R110 cleavage fluorescence;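 active = mean inhibition across replicates at least about 35%, with every replicate also reaching that limit, limit read from the data; inconclusive = only one of the two criteria met; inactive = neither criterion met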;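 note: 0% = median of neutral control wells and 100% = no fluorescence left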
Target sequence (P55212 24-179 limits assumed): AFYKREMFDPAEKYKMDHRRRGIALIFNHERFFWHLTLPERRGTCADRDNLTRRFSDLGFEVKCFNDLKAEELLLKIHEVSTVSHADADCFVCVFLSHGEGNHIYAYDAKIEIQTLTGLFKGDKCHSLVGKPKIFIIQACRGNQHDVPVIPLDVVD
Target sequence (P55212 194-293 limits assumed): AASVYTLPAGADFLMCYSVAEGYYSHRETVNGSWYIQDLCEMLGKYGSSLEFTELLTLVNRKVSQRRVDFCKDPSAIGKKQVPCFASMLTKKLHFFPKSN
RAD54 branch = blocks human RAD54 Holliday junction branch migration | Q92698 | FAM/BHQ fluorescence | inhibition, % at 10.4 µM | 360,000 tested, 0.14% active | AID 602329;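 active = mean normalized replicate activity at least 40 and at least half of replicates scoring 40 or more; inconclusive = only one of the two criteria met; inactive = mean below 40 and under half of replicates reaching 40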;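 note: 0% = median of neutral control wells and 100% = median of positive control wells; inhibitors cause a drop in the FAM fluorescence signal; in these data hits start at about 50%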
RAD52 inh = blocks human RAD52 DNA annealing | P43351 | recombinant RAD52 DNA annealing, FRET fluorescence | inhibition, % at 18.7 µM | 360,000 tested, 0.46% active;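 active = every replicate showing at least 50% inhibition; inconclusive = mean inhibition at least 50% but not in every replicate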
Target sequence (P43351 whole entry, looked up): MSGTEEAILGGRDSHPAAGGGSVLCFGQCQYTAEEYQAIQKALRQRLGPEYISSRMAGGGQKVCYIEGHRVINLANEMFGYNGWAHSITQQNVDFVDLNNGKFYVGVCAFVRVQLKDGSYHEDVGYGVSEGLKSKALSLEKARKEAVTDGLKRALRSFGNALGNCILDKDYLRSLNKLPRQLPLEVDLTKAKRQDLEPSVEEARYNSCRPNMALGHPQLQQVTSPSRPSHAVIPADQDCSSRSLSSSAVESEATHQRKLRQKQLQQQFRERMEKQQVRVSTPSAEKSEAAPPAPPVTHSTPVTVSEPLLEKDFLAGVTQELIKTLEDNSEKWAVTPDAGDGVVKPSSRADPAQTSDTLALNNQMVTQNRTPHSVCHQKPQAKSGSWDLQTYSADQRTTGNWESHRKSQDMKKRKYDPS
GSIS activator = GLuc luminescence reporter in INS-1E cells, primary screen for activators of glucose-dependent secretion of insulin | INS-1E GLuc reporter insulin secretion, 2-3 h | activation, % at 16.6 µM | 370,000 tested, 0.61% active | AID 743287;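 active = lowest replicate activation of at least 40%, so every replicate reaches that level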;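 note: 0% = median of neutral control wells and 100% = median of IBMX positive control wells; some compounds called inactive have numbers as strong as hits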
Numbers without * were called inactive; ? = inconclusive; nt = not tested or not shown. An unsorted share of the library; overall some 3.7% were active at least once.

SMILES	XiGFP reactiv	CFTR F508del cor	E-selectin induc	DENV2 CPE	Casp6 inh	RAD54 branch	RAD52 inh	GSIS activator
Cc1noc(C)c1NC(=O)Nc1ccc2c(c1)CC(=O)N([C@@H](C)CO)C[C@@H](C)[C@H](CN(C)Cc1ccc(Cl)c(Cl)c1)O2	0.1	-2.0	-2.0	3	3	13	20	-14
C[C@H](CO)N1C[C@H](C)[C@H](CN(C)C(=O)CN(C)C)Oc2ncc(C#CCC3CCCC3)cc2C1=O	-0.5	1.7	-0.2	nt	nt	nt	nt	-4
COc1ccc(OC)c(S(=O)(=O)NCc2ccc(N3CCN(C)CC3)cc2)c1	0.0	0.8	-0.2	?	-11	-14	2	9
CCOC(=O)COc1ccc(S(=O)(=O)c2ccc(OCC(=O)OCC)cc2)cc1	nt	-3.8	nt	nt	1	-4	-9	-1
Cc1ccc(C2C(C(=O)c3cc4ccccc4o3)=C(O)C(=O)N2CCN2CCOCC2)cc1 (stereo not drawn)	0.0	0.6	1.5	2	2	2	6	8
COc1ccc(S(=O)(=O)N2CCN(c3nc(-c4cccnc4)nc4ccccc34)CC2)cc1	0.3	1.2	-0.5	5	3	3	-61	-39
O=C(O)C1C2C=CC(C2)C1C(=O)Nc1cccc(Cl)c1 (stereo not drawn)	0.0	0.0	0.1	13	-1	1	-4	-6
O=C(CSCc1ccc(Cl)cc1)Nc1cccc(C(=O)O)c1	0.2	0.9	nt	1	-1	-7	-11	6
O=C(NCCN1CCC(n2c(=O)[nH]c3ccccc32)CC1)c1ccc(Cl)c(Cl)c1	0.0	-3.7	0.6	-18	-5	nt	-12	nt
C[C@@H]1CN([C@@H](C)CO)C(=O)Cc2cc(NC(=O)Cc3cn(C)c4ccccc34)ccc2O[C@H]1CN(C)Cc1ccc2c(c1)OCO2	-0.1	0.3	nt	-3	1	9	-44	-2
COc1ccccc1-c1ccc2c(c1)O[C@@H](CN(C)CC1CCOCC1)[C@@H](C)CN([C@@H](C)CO)S2(=O)=O	0.1	-0.9	-0.3	-4	2	-5	22	-10
COc1ccc(C(=O)Nc2c(N)nc(SCC(=O)c3ccccc3)[nH]c2=O)cc1	-0.1	-1.4	0.5	9	1	-3	-14	4
O=C1O[C@@H](c2ccccc2)[C@@H](c2ccccc2)N2[C@@H](c3ccccc3OCCO)[C@]3(C(=O)Nc4ccc(C#CC5=CCCCC5)cc43)[C@@H](C(=O)N3CCN(c4ncccn4)CC3)[C@H]12	nt	-2.5	nt	8	0	-3	-41	nt
COc1ccc(S(=O)(=O)N2C[C@@H](O)COC[C@H]3O[C@H](CC(=O)N[C@H]4CCN(Cc5ccccc5)C4)CC[C@@H]32)cc1	0.1	0.4	0.0	13	0	5	-6	7
C[C@H]1CN([C@@H](C)CO)C(=O)Cc2cc(NC(=O)Nc3cccc4ccccc34)ccc2O[C@H]1CN(C)S(C)(=O)=O	0.2	-1.6	1.2	-3	3	3	3	-8
O=C(C1CCCCC1)N1CC[C@@H]2[C@H]1c1cc(C#Cc3ccc(F)cc3)ccc1N[C@@H]2CO	0.0	0.2	0.0	20	5	-5	17	-28
Cc1csc(=O)n1CCC(=O)OCC(=O)N(CC(C)C)c1c(N)n(Cc2ccccc2)c(=O)[nH]c1=O	0.1	-0.8	-0.9	14	2	13	-110	9
CCOC(=O)C1CCCN(C(=O)c2cccc(S(=O)(=O)N(C)c3c(C)n(C)n(-c4ccccc4)c3=O)c2)C1 (stereo not drawn)	0.5	-0.2	-0.8	2	-168	-1	13	6
COc1ccc(S(=O)(=O)N2CCCOC2CNC(=O)C(=O)NCc2ccco2)cc1C (stereo not drawn)	0.0	1.1	nt	nt	1	1	-3	7
Cc1ccc(S(=O)(=O)Nc2ccc3c(c2)CC(=O)N([C@H](C)CO)C[C@@H](C)[C@@H](CN(C)Cc2ccncc2)O3)cc1	0.0	-2.0	1.0	7	1	-17	-2	8
COc1cc2c(cc1OC)C(Nc1ccc(S(N)(=O)=O)cc1)=NC(C)(C)C2	-0.1	1.5	nt	24*	-4	nt	-12	13
COc1cc(Cl)cc(CN2CCC(CCC(=O)NC3CC3)CC2)c1OC	0.0	-1.5	nt	-1	-1	-4	-6	0
O=C(NCC(F)(F)F)[C@H]1[C@H](CO)[C@H]2Cn3c(cccc3=O)[C@@H]1N2C(=O)C1CCC1	0.0	0.6	0.0	1	2	-10	5	32
CCc1c(C)nc2ncnn2c1N1CCN(S(=O)(=O)c2ccc(OC)cc2)CC1	0.0	1.4	-0.1	1	3	nt	-4	-2
CSc1ccccc1NC(=O)c1ccc(N2CC3CC(C2)c2cccc(=O)n2C3)c(NC(=O)c2cccnc2)c1 (stereo not drawn)	0.0	0.1	nt	4	0	-12	-3	-9
Cc1ccnc(NC(=O)CCC(=O)N(CC(=O)NCc2ccccc2)Cc2ccccc2)c1	0.1	-1.0	nt	3	2	-5	-19	-2
NC(=O)c1ccc(Oc2ccc3ccc(=O)oc3c2)c([N+](=O)[O-])c1	0.3	-1.1	1.3	3	5	nt	-21	2
C[C@@H]1CN([C@@H](C)CO)C(=O)c2cc(C#CC3CCCC3)cnc2O[C@@H]1CN(C)C(=O)Nc1ccccc1	0.3	-2.1	-0.2	2	-3	4	-19	6
Cc1ccccc1C(=O)N(C)[C@H]1C[C@H]2c3[nH]c4c(-c5ccccc5)cccc4c3CCN2C(=O)[C@H]1[C@H](C)O	0.4	-1.3	-0.3	-5	3	nt	-6	-24
COc1cccc(S(=O)(=O)Nc2ccc3c(c2)[C@H]2C[C@H](CC(=O)N[C@@H](C)c4ccccc4)O[C@@H](CO)[C@H]2O3)c1	0.0	0.4	0.2	0	0	-8	-1	6
C/C(=N\Nc1ccc(Cl)c(C(=O)O)c1)c1ccccn1	0.0	0.3	1.1	4	5	nt	-8	-9
CC1CCCC(NC(=O)CN2CCN(S(=O)(=O)c3ccc(Br)s3)CC2)C1C (stereo not drawn)	0.1	-2.4	-2.0	7	0	7	-8	-9
COc1cccc(O)c1CN1CCC(Oc2ccc(C(=O)NCc3ccccn3)cc2)CC1	0.1	-0.6	8.8	-5	-2	3	-11	-2
COC(=O)c1cc2c(c3c4cc(F)ccc4n(S(=O)(=O)c4cccc(C)c4)c13)C(=O)N(c1ccc(OC)cc1)C2	0.1	3.0	-0.2	12	4	nt	-2	nt
Nc1nnc(SCc2ccc([N+](=O)[O-])cc2)s1	0.0	-0.7	nt	-4	-1	nt	-17	-5
COc1ccccc1OCCSc1nc2ccccc2n1CCC(=O)O	0.3	-0.2	0.0	13	3	-26	-9	13
O=C(COC(=O)CCc1c[nH]c2ccccc12)NCc1ccccc1	0.1	0.5	nt	-11	1	nt	-22	0
CCc1nc2ccc(C(=O)NCc3ccccc3OC)cn2c1N(CCC(C)C)CCN(C)C	0.1	-1.1	-0.2	?	-3	1	-6	-20
CCCn1nnnc1NCc1ccc(N(C)C)cc1	0.3	1.4	0.1	5	-2	0	-13	-11
CC(=O)N1CCc2cc(Br)cc(S(=O)(=O)NCc3ccc(Cl)cc3)c21	0.3	1.3	12	3	-3	-5	-4	-2
O=C(O)C(c1ccccc1)N1CCCCC1 (stereo not drawn)	0.0	1.7	nt	1	-5	nt	-14	11
CSc1nc2ncncc2[nH]1	0.0	-0.8	-0.1	3	-5	-12	-7	33
O=C(CSCc1ccccc1)N1CCN(S(=O)(=O)c2cccc(F)c2)CC1	-0.1	1.4	0.0	-1	1	5	-10	17
COc1ccc(Cc2nnc(SCC(=O)Nc3ccccc3C)n(N)c2=O)cc1	0.1	-1.9	-0.3	-1	-3	12	-4	-18
C[C@@H]1CN([C@@H](C)CO)C(=O)Cc2cc(NC(=O)Cc3cn(C)c4ccccc34)ccc2O[C@@H]1CN(C)Cc1ccc(-c2ccccc2)cc1	-0.1	-1.4	0.8	-4	2	nt	5	-23
Cc1cccc(C)c1NC(=O)Nc1nc(C(N)c2ccccc2Cl)cs1 (stereo not drawn)	0.1	-1.5	0.6	-2	-3	2	2	12
Cc1noc(C)c1NC(=O)N(C)C[C@@H]1Oc2c(NC(=O)C3CCOCC3)cccc2C(=O)N([C@@H](C)CO)C[C@@H]1C	-0.2	-1.4	0.1	1	-1	-2	0	1
CC(C)c1nc(C(=O)N2CCc3c([nH]c4ccccc34)C2c2ccccn2)cs1 (stereo not drawn)	0.0	-0.9	nt	-3	5	nt	0	-26
C[C@@H]1CN([C@H](C)CO)C(=O)CCCn2nncc2CO[C@@H]1CN(C)Cc1ccc(C(=O)O)cc1	-0.1	-3.4	-0.3	-2	1	nt	-3	-8
Cn1c(=O)c2ccccc2n(CC(=O)Nc2ccc3c(c2)OCCO3)c1=O	0.2	0.0	0.1	-1	-2	1	-16	6
C[C@H]1CN([C@@H](C)CO)C(=O)c2cccc(NC(=O)C3CC3)c2O[C@@H]1CN(C)S(=O)(=O)c1cn(C)cn1	0.1	-2.7	-0.2	2	1	-1	-12	4
CCCOc1cccc(-c2cc(-c3n[nH]c(=S)n3CC)c3ccccc3n2)c1	nt	6.8	nt	-6	1	-5	-18	0
C[C@@H]1CN([C@@H](C)CO)C(=O)c2cc(C#CC(C)(C)O)cnc2O[C@H]1CN(C)C(=O)C1CCC1	-0.4	-0.9	-0.2	-4	0	-14	3	7
CCCNC(=O)N1C[C@H]2[C@@H](c3ccccc31)[C@H](CO)N2C(=O)Cc1ccccn1	0.2	-1.1	-0.1	-3	nt	-6	-18	3
CC1CCCN(C(=O)Nc2ccc(Br)cc2Cl)C1 (stereo not drawn)	-0.1	-1.4	0.1	-4	30	nt	-2	4
CCOC(=O)C1CCCN(C(=O)COc2ccc(C(=O)c3ccc(F)cc3)cc2)C1 (stereo not drawn)	-0.1	0.8	nt	-5	1	1	-5	nt
N#Cc1c(NCc2ccccc2)ccnc1Cl	0.2	0.2	0.6	0	-7	nt	-6	11
C[C@H]1CN([C@@H](C)CO)C(=O)c2cc(NS(=O)(=O)c3cn(C)cn3)ccc2O[C@@H]1CN(C)S(C)(=O)=O	0.2	1.8	-10	2	1	-1	-2	19
O=[N+]([O-])c1cccc2ccc(/C=C/c3ccc(C(F)(F)F)cc3)nc12	0.0	nt	-1.6	-3	-3	nt	0	-23
CN(C)C(=O)c1ccc(NC(=O)COC(=O)/C=C/c2cccs2)cc1	0.3	0.5	nt	8	1	5	2	15
CC(=O)c1ccc2cc3c(cc2c1)OCO3	0.0	0.5	0.9	2	nt	5	-10	10
C=CCC[C@@H](Cc1ccc(F)cc1)C(=O)OC[C@H](C)NC(=O)[C@H](CC=C)CC(=O)N(CCO)Cc1ccccc1	0.2	-2.2	0.2	-4	-2	-4	-1	-51

Ordered by molecular weight (ascending): some entries from above
SMILES	XiGFP reactiv	CFTR F508del cor	E-selectin induc	DENV2 CPE	Casp6 inh	RAD54 branch	RAD52 inh	GSIS activator
N#Cc1c(NCc2ccccc2)ccnc1Cl	0.2	0.2	0.6	0	-7	nt	-6	11
CCOC(=O)C1CCCN(C(=O)COc2ccc(C(=O)c3ccc(F)cc3)cc2)C1 (stereo not drawn)	-0.1	0.8	nt	-5	1	1	-5	nt
C[C@H]1CN([C@@H](C)CO)C(=O)c2cccc(NC(=O)C3CC3)c2O[C@@H]1CN(C)S(=O)(=O)c1cn(C)cn1	0.1	-2.7	-0.2	2	1	-1	-12	4

High-throughput results deposited in PubChem by Broad Institute.
